Compound activity (PubChem)
ANO1 activ – activates or potentiates the mouse TMEM16A chloride channel | Q8BHY3 | HEK293 TMEM16A/YFP-H148Q/I152L, iodide quench fluorescence; hits give low values | B-score at 10 µM | 340,000 compounds, 0.3% hits | AID 623877;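 active means fluorescence-ratio B-score plate-corrected deviation score at least 3 library SD below zero, with starting fluorescence score within 5 deviations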;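 further: channel opened by trigger with iodide after compound preincubation; score built on the fluorescence ratio of max minus min over baseline; more negative score means more quench and so TMEM16A activation or potentiation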
TRPC4 act – TRPC4 (mouse) channel activation | Q9QUQ5 | AID 2237 | B-score at 10 µM | 310,000 compounds, 0.49% hits | HEK293 TRPC4beta/mu-opioid, Fluo4 calcium fluorescence; hits give high values;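 active means B-score above 5 SD of library B-scores, and initial fluorescence ratio not above library mean plus 5 SD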;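 further: positive B-score marks a calcium rise read as TRPC4 activation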
Target sequence (Q9QUQ5 whole entry, looked up): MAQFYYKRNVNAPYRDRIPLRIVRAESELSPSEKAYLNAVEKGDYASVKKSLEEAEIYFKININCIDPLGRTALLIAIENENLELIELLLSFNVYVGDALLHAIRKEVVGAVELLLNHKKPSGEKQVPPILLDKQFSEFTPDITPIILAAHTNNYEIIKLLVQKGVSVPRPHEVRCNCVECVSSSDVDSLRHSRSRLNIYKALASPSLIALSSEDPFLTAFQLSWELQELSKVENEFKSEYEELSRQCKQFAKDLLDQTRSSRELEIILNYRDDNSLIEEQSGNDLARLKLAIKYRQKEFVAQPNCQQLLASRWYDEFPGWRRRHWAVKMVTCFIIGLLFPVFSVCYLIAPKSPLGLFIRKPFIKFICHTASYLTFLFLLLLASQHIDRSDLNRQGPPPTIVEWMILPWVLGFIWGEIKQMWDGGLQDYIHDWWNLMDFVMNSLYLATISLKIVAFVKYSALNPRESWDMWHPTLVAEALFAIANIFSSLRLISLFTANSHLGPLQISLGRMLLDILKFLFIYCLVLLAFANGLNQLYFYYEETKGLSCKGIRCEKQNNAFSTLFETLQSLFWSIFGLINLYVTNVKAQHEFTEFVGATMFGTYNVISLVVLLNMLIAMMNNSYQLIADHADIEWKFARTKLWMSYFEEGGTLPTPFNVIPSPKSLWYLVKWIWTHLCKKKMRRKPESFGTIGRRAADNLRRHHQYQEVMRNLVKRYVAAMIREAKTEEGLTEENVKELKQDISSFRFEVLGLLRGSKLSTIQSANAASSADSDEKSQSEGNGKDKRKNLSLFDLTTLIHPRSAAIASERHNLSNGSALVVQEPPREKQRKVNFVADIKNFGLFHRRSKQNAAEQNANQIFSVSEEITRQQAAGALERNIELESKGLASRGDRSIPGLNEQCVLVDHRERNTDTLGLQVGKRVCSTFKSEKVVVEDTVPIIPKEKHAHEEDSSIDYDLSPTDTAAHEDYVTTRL
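System – HEK293 cells stably co-expressing mouse TRPC4beta and mu-opioid receptor · Signal – Fluo4 calcium-sensitive dye fluorescence, kinetic, 1 Hz baseline · Benchmarks – buffer (low) and maximal DAMGO (high) · Read-out – B score of integrated fluorescence ratio per well · Incubation – dye loading 45 min room temperature, 110 s kinetic read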
TMEM16A inh – inhibitors of mouse TMEM16A calcium-activated chloride channel. 310,000 compounds, 1.2% hits. Q8BHY3. normalized B-score (activity score, 25-100; higher = stronger inhibition) at 10 µM. HEK293 TMEM16A/YFP iodide influx fluorescence, ionomycin. AID 588511;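 active means ratio plate-corrected score three or more library SD toward inhibition, starting fluorescence score within five deviations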;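 further: score derived from kinetic fluorescence span divided by baseline fluorescence per well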
KCNQ1 block – human KCNQ1 channel inhibition; AID 2642; CHO-K1 KCNQ1, FluxOR thallium flux fluorescence; hits give high values; B-score at 10 µM; 310,000 compounds, 1.3% hits; P51787;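 active means compounds whose thallium flux B-score, printed positive for inhibition, exceeds three library SD while starting fluorescence stays within three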;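 further: channel opened by potassium depolarization with thallium stimulus after 20 min compound exposure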
Dyrk1A ADPGlo – Dyrk1A (rat) kinase inhibition | Q63470 | ADP-Glo luminescence, NFATc1 peptide | inhibition, % at 12.5 µM | 310,000 compounds, 0.43% hits | AID 504441; in the data active means inhibition above about 50%;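 further: plate controls were vehicle with enzyme for no effect and no enzyme for full effect; many of its hits are not listed in these tables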
KCNQ1 pot – potentiates or activates the human KCNQ1 potassium channel | CHO-K1 KCNQ1, thallium flux FluxOR fluorescence; hits give high values | 310,000 compounds, 0.35% hits | B-score at 10 µM;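 active means fluorescence ratio B-score, a plate-corrected score, at least three library SD, with initial intensity B-score within 5 SD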
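System: CHO-K1 cells stably expressing KCNQ1 / Medium: assay buffer for compound exposure, DMSO matched across wells / Reagent: thallium- and potassium-containing depolarizing buffer / Compound: one concentration, matched DMSO / Incubation: 20 min compound pretreatment at room temperature / Measured by: kinetic FluxOR fluorescence, 10 s baseline plus 110 s post-stimulus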
KCNK3 inh – human KCNK3 channel inhibition, primary screen. CHO-KCNK3 thallium flux, FluxOR fluorescence; hits give low values. B-score at 10 µM. 340,000 compounds, 0.84% hits. AID 602410;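 active means B-score under library mean minus 4 SD, starting fluorescence ratio at most library mean plus 5 SD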;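 further: more negative B-score means stronger inhibition of thallium flux through KCNK3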
hERG rescue – hERG (human) protection from proarrhythmic block; CHO-hERG, FluxOR thallium flux, dofetilide IC70 present; activation (rescue from dofetilide block), less the hit threshold, % at 10 µM; 310,000 compounds, 0.51% hits; AID 1511;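 active means activation above the mean of controls blocked by dofetilide plus 5 SD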;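 further: thallium influx through hERG after potassium depolarization seen as dye fluorescence rise; in these data hits start at about 4.7%; inactives centre near -7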
HDAC3 inhib – human HDAC3 inhibition; O15379; recombinant HDAC3, fluorogenic peptide/trypsin coupled, fluorescence; inhibition, % at 8.3 µM; 320,000 compounds, 0.15% hits; in the data active means inhibition above about 26%, passing the limit was not always enough
TRPC4 PAM – allosterically enhances the mouse TRPC4 cation channel; B-score at 10 µM; HEK293 TRPC4beta/mu-opioid, DAMGO EC20, Fluo-4 Ca2+ flux; hits give high values; 310,000 compounds, 0.42% hits; AID 2227; Q9QUQ5;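 active means B-score of calcium response area above 5 SD of library B-scores, with initial fluorescence ratio within 5 SD of library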;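 further: B-score of integrated fluorescence ratio over time as area under calcium response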
KCNK9 block – human KCNK9 channel inhibition. HEK293 KCNK9, FluxOR thallium flux fluorescence; hits give low values. B-score at 10 µM. AID 488922. Q9NPC2. 310,000 compounds, 1.2% hits;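 active means ratio B-score over 3 SD below the library mean, with starting fluorescence within 5 SD of its mean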;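 further: negative B-score means less thallium flux so channel inhibition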
An asterisk follows results filed as active; i = inactive; nt = not tested or not shown. Only part of the results is shown; count on the stated rates, not on these rows.

Sequence of screens – ANO1 activ | TRPC4 act | TMEM16A inh | KCNQ1 block | Dyrk1A ADPGlo | KCNQ1 pot | KCNK3 inh | hERG rescue | HDAC3 inhib | TRPC4 PAM | KCNK9 block
CCOC(=O)[C@H]1[C@H]2COc3ccc(Cl)cc3[C@@H]2N2C(=O)c3cc(OC)ccc3NC(=O)[C@@]12C
    i | nt | i | nt | -3 | nt | i | nt | -8 | nt | nt
COc1ccc(NCc2ccc(OC)c(Cn3ccnc3)c2)c(OC)c1
    i | i | i | i | -4 | i | i | -2 | -3 | i | i
COc1cc(NC(=O)CSc2nnc3ccc(-c4cccnc4)nn23)cc(OC)c1
    i | i | i | i | 7 | i | i | -8 | -18 | i | i
O=C1c2ccccc2CC1(Cc1ccccc1)Cc1ccccc1
    i | i | i | 9* | 1 | i | i | -10 | 8 | i | i
CC(C)(C)N1C(=O)c2ccc(C(=O)O)cc2C1=O
    i | i | i | i | 2 | i | i | -2 | 1 | i | i
Cc1cc(C(=O)OCC(=O)Nc2ccc(F)cc2)c(C)o1
    i | i | i | i | -1 | i | i | -7 | 3 | i | i
CC1CC(C)CN(C(=O)CCCn2c(=O)c3cccn3c3cccnc32)C1 (configuration not stated)
    i | i | i | i | -2 | i | i | 0 | 1 | i | i
COc1ccc(CC(=O)N2CCN(c3ccc(F)cc3)CC2)cc1
    i | i | i | i | 3 | i | i | -1 | -4 | i | i
COc1ccc(Nc2nnc(-c3ccc(O)cc3)c3ccccc23)cc1
    i | i | i | i | -3 | i | -8.9* | -14 | 4 | i | i
O=C(CS(=O)(=O)c1ccc(F)cc1)N1CCOCC1
    i | i | i | i | nt | i | i | -9 | 1 | i | i
CC(=O)N(c1ccccc1)C1CCCC1
    i | i | i | i | -1 | i | i | -8 | -2 | i | i
O=C(C1CCCN(S(=O)(=O)c2cccs2)C1)N1CCC(N2CCCCC2)CC1 (configuration not stated)
    i | i | i | i | -1 | i | i | 0 | 10 | i | i
C/C(=N\Nc1ccc(S(N)(=O)=O)cc1[N+](=O)[O-])c1ccccc1O
    i | i | i | i | 5 | i | i | -13 | 1 | i | i
CC(=O)N1c2ccc(S(=O)(=O)NCC3CCC(C(=O)NC4CCCCC4C)CC3)cc2CC1C (configuration not stated)
    i | i | i | i | 0 | i | i | -11 | 3 | i | i
COc1cccc(C(=O)O/N=C(\N)Cc2ccc(Cl)cc2)c1
    i | i | i | i | -8 | i | i | -6 | -7 | i | i
COCCNC(=O)CNC(=O)c1nn(-c2ccc(OC)c(Cl)c2)c(=O)c2ccccc12
    i | i | i | i | -3 | i | i | -21 | 0 | i | i
CC1(C)Cc2c(sc(NC(=O)C(=O)N3CCCCC3)c2C(=O)O)CO1
    i | i | i | i | -3 | i | i | -14 | 0 | i | i
O=C(COc1ccc2c(c1)CCC2)N1CCc2ccccc21
    i | i | i | i | -5 | i | i | -12 | 1 | i | i
Cc1cccc(N2C(=O)CC(Sc3nnc(C)s3)C2=O)c1 (configuration not stated)
    i | i | i | i | 0 | i | i | -1 | 8 | i | i
CCOc1cc(C(=O)Nc2ccc(C)cc2C)ccc1OCC(=O)N1CCCCC1
    i | i | i | i | 6 | i | i | -3 | 2 | i | i
CC(NS(=O)(=O)c1ccc(Br)cc1)c1ccccc1 (configuration not stated)
    i | i | i | i | 2 | i | i | -8 | 6 | i | i
CCCNC(=S)NC1CCCC1
    i | i | i | i | 4 | i | i | -8 | -8 | i | i
COc1cc(C(=O)NCc2cccnc2)ccc1OCC(=O)Nc1cccc(C(F)(F)F)c1
    i | i | i | i | 0 | i | i | -9 | -3 | i | i
COc1cc(OC)c(C(=O)NNC(=S)NC2CCCCC2)cc1OC
    i | i | i | i | -5 | i | i | -1 | 4 | i | i
Cc1nnc2n1N=C(c1ccc3c(c1)NC(=O)CO3)CS2
    nt | i | i | i | nt | i | nt | -9 | 14 | i | i
O=C(Nc1ccccc1C(=O)Nc1ccccn1)c1cccc([N+](=O)[O-])c1
    i | i | i | i | 7 | i | i | 6.0* | -7 | i | i
O=S(=O)(c1cccc(-n2cnnn2)c1)N1CCOCC1
    i | i | i | i | -2 | i | i | -9 | 9 | i | i
Cc1ccc(S(=O)(=O)c2c(N)n(-c3ccccc3)c3nc4ccccc4nc23)cc1
    i | i | i | i | 1 | i | i | -5 | -73 | i | i
CN(Cc1ccccc1)C(=O)COc1ccc(-c2nnco2)cc1
    i | i | i | i | 1 | i | i | -7 | -6 | i | i
CCCc1ccc(-c2cc(C(=O)Nc3ccc([N+](=O)[O-])cn3)c3ccccc3n2)cc1
    i | i | i | i | 5 | i | i | -9 | -2 | i | i

Compound profiles, from the list above. Screens in order: ANO1 activ	TRPC4 act	TMEM16A inh	KCNQ1 block	Dyrk1A ADPGlo	KCNQ1 pot	KCNK3 inh	hERG rescue	HDAC3 inhib	TRPC4 PAM	KCNK9 block
`CCCNC(=S)NC1CCCC1` as listed: i	i	i	i	4	i	i	-8	-8	i	i
`Cc1nnc2n1N=C(c1ccc3c(c1)NC(=O)CO3)CS2` as listed: nt	i	i	i	nt	i	nt	-9	14	i	i
`O=S(=O)(c1cccc(-n2cnnn2)c1)N1CCOCC1` as listed: i	i	i	i	-2	i	i	-9	9	i	i

(list continues)
Sequence of screens – ANO1 activ | TRPC4 act | TMEM16A inh | KCNQ1 block | Dyrk1A ADPGlo | KCNQ1 pot | KCNK3 inh | hERG rescue | HDAC3 inhib | TRPC4 PAM | KCNK9 block
COc1cc(NC(=O)CCN2CCN(C/C=C/c3ccccc3)CC2)cc(OC)c1
    i | 73* | i | i | nt | i | i | -1 | 2 | 10* | i
COCCn1nnnc1C(c1ccc(OC)c(OC)c1)N1CCc2ccccc21 (configuration not stated)
    i | i | i | i | 3 | i | i | -13 | -3 | i | i
O=C(N/N=C/c1ccccc1Cl)c1nc2ccc([N+](=O)[O-])cc2c(=O)[nH]1
    i | i | i | i | -4 | i | i | -13 | 5 | i | i
O=C(CCN1CCN(S(=O)(=O)c2cccc([N+](=O)[O-])c2)CC1)Nc1ccccc1F
    i | i | i | i | 2 | i | i | -7 | 4 | i | i
COC(=O)c1ccc(N2CCOCC2)c(NC(=O)c2ccc(Br)o2)c1
    i | i | i | i | 2 | i | i | -4 | -1 | i | i
COc1cc(C)c2occ(/C(C)=N\O)c2c1
    i | i | i | i | 12 | i | i | -15 | -9 | i | i
COc1ccc(OC)c(N/C(C)=C/C(=O)c2ccc(Br)cc2)c1
    i | i | i | i | nt | i | i | -19 | 10 | i | i
COc1ccc2oc(C(=O)OCC(=O)N3CC(C)CC(C)C3)c(C)c2c1 (configuration not stated)
    i | i | i | i | 8 | i | i | -16 | -7 | i | i
COc1ccc(OC)c(N(CC(=O)NCc2ccccn2)S(C)(=O)=O)c1
    i | i | i | i | -2 | i | i | -7 | 1 | i | i
CC1CCCCN1CCCNc1ccc(C(CC(N)=O)NC(=O)c2ccccc2)cc1[N+](=O)[O-] (configuration not stated)
    i | i | i | i | -4 | i | i | -10 | -4 | i | i
COc1ccc(C2=Nn3c(nnc3-c3ccncc3)SC2)cc1OC
    i | i | i | i | 28 | i | i | -13 | -7 | i | i
CCOc1ccc(Br)cc1S(=O)(=O)Nc1cccc(S(=O)(=O)N(CC)CC)c1
    i | i | i | i | 1 | i | i | -4 | 0 | i | i
O=C(CCSc1ccccc1)NCC1CCCO1 (configuration not stated)
    i | i | i | i | 1 | i | i | 2 | -4 | i | i
COc1ccc2nc(C)cc(SCC(=O)Nc3c(C)cc(C)cc3C)c2c1
    i | i | i | i | -3 | i | i | -6 | -9 | i | i
CN(C(=O)COC(=O)c1cccnc1Nc1ccccc1F)C1CCS(=O)(=O)C1 (configuration not stated)
    i | i | i | i | -39 | i | i | 2 | 3 | i | i
COc1ccccc1NS(=O)(=O)c1cccc(C(=O)NCc2ccncc2)c1
    i | i | i | i | 11 | i | i | -14 | 9 | i | i
Cc1ccc2cc(-c3noc(C4CCCCC4)n3)c(=O)[nH]c2c1
    i | i | i | i | 5 | i | i | -5 | 3 | i | i
O=C(c1cc(C2CC2)on1)N1CCN(c2ccc(F)cc2)CC1
    i | i | i | i | -5 | i | i | -9 | nt | i | i
C[C@@H]1O[C@@H](Oc2c(-c3cc(O)c(O)c(O)c3)oc3cc(O)cc(O)c3c2=O)[C@H](O)[C@H](O)[C@H]1O
    i | i | i | i | 13 | i | i | -10 | 1 | i | i
Clc1ccc(C2=NOC(c3nnc(-c4ccccc4)o3)C2)cc1 (configuration not stated)
    i | i | i | i | 13 | i | i | -5 | 2 | i | i
S=C1NC2(CCCC2)Nc2ccccc21
    i | i | i | i | 16 | i | i | -6 | nt | i | i
Cc1ccc(N/C(N)=N/c2nc3c(c(=O)[nH]2)CCCC3)c(C)c1
    i | i | i | i | nt | i | i | 1 | -1 | i | i
O=C(NCCS(=O)(=O)N1CCC2(CC1)OCCO2)c1ccc(F)cc1
    i | i | i | i | -5 | i | i | -9 | 2 | i | i
COc1ccc(OC)c2nc(-c3ccncc3)ccc12
    nt | i | i | i | 0 | i | i | -3 | -2 | i | i
CCOC(=O)C1CCCN(Cc2cc(=O)oc3cc(C)c(C)cc23)C1 (configuration not stated)
    i | i | i | i | 4 | i | i | -19 | 6 | i | i
CC(C)C[C@H](NC(=O)N1CCn2c1nc1ccccc12)C(=O)NCc1ccco1
    i | i | i | i | 0 | i | i | -5 | -1 | i | i
Cc1c(CBr)[n+](=O)c2c(n1[O-])C(Br)CCC2Br (configuration not stated)
    i | i | i | i | 1 | i | i | -20 | 12 | i | i
O=C(CSc1n[nH]c(-c2ccc(S(=O)(=O)N3CCCCC3)cc2)n1)Nc1nccs1
    nt | i | i | i | -6 | i | i | 6.5* | -21 | i | i
S=c1[nH]nc(COc2ccccc2)n1Cc1ccccc1
    i | i | i | i | -5 | i | i | -11 | 0 | i | i
